Screening results as filed in PubChem BioAssay.
Neddylation inh – blocks human cullin neddylation | P61081+Q13564 | TR-FRET cullin neddylation, biochemical | calls only at 25 µM | actives 0.58% (n = 360,000) | AID 651699; in the data active = inhibition above about 36%
MT1-MMP act inh – MT1-MMP (human) activation inhibition; P50281; HT1080 RFP-PRO-GFP cells, GFP/RFP ratio fluorescence, overnight; percent of plate control window, DMSO zero; GFP/RFP ratio change, % at 20 µM; actives 0.061% (n = 360,000);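 active = GFP/RFP ratio change of at least 30% with cell ATP level not reduced by more than half and red fluorescence within 50% of control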; also: strong numbers were not always called active
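Material: RFP-PRO-GFP reporter HT1080 cells. Dosing: single-point 20 µM compound, 1% DMSO. Controls: DMSO and RFP-L50D-GFP cell wells. Timing: cells overnight before dosing, compound overnight, 37 °C, 5% CO2. Measure: GFP/RFP fluorescence ratio.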
Rpn11 inh – Rpn11 (human) deubiquitinase inhibition; O00487; human 26S proteasome, Ub4-pepOG fluorescence polarization; 20S core pre-blocked with epoxomicin; calls only at 20 µM; actives 0.59% (n = 360,000); AID 588493;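 active = inhibition at 20 µM, scaled to each plate's controls, above about 33%, limit read from the data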
Target sequence (O00487 whole entry, looked up): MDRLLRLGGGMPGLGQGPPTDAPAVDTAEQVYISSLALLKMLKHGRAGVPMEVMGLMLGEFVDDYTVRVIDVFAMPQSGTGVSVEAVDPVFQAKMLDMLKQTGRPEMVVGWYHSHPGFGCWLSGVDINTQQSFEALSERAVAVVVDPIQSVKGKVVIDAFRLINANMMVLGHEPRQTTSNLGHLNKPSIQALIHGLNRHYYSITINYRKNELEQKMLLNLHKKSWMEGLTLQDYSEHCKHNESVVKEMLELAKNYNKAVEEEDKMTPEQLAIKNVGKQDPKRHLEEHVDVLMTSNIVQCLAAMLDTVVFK
CSN deneddyl inh – CSN deneddylation inhibition; Q92905; Purified CSN, SCF-Nedd8-OG deneddylation, fluorescence polarization; inhibition, % at 12.5 µM; actives 0.38% (n = 360,000); AID 651999;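 active = pattern-corrected inhibition above about 35%, with an unprinted fluorescence ratio check between 0.5 and 1.5, limit read from the data, passing the limit was not always enough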;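 also: 0% = enzyme with substrate and 100% = substrate without enzyme; some results filed as inactive read as strong as hits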
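Assay system: Purified human Csn5 enzyme expressed in HEK293T cells | Amount: Enzyme 0.24 nM | Measured by: Fluorescence polarization readout | Medium: Tris/NaCl/DTT buffer, pH 7.5 | Compound dosing: One concentration, 12.5 µM, 0.25% DMSO | Times: 90 min incubation of compound, enzyme and substrate at room temperature | Control set: no-enzyme wells high, enzyme-with-substrate wells low | Read-out: % inhibition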
SKN-1 block – C. elegans SKN-1 inhibition; C. elegans VP596 Pgst-4::GFP/RFP ratio, acrylamide-induced, 24 h; inhibition, % at 21.8 µM; actives 0.49% (n = 360,000); AID 624304;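 active = interference check ratio from 0.5 to 1.5 plus GFP to RFP signal ratio inhibition reaching or exceeding a fixed threshold, cut at about 30% in these data, passing the limit was not always enough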; also: some compounds called inactive have numbers as strong as hits
Rin1 Abl inh – inhibitors of human Rin1-Abl protein interaction. actives 0.4% (n = 360,000). inhibition, % at 7.35 µM. TR-FRET Rin1/Abl binding, biochemical; in the data active = inhibition above about 5%, passing the limit was not always enough
MLLE-PAM2 inh – blocks PAM2 peptide binding to the PABP1 MLLE domain; P11940; GST-MLLE / FITC-PAM2 fluorescence polarization; inhibition, % at 20 µM; actives 0.36% (n = 360,000); AID 588489; in the data active = inhibition above about 35%, passing the limit was not always enough;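 also: plate controls were DMSO wells with GST-MLLE for no effect and wells lacking GST-MLLE protein for full effect; some results filed as inactive read as strong as hits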
Target sequence (P11940 whole entry, looked up, the tested form may be a part): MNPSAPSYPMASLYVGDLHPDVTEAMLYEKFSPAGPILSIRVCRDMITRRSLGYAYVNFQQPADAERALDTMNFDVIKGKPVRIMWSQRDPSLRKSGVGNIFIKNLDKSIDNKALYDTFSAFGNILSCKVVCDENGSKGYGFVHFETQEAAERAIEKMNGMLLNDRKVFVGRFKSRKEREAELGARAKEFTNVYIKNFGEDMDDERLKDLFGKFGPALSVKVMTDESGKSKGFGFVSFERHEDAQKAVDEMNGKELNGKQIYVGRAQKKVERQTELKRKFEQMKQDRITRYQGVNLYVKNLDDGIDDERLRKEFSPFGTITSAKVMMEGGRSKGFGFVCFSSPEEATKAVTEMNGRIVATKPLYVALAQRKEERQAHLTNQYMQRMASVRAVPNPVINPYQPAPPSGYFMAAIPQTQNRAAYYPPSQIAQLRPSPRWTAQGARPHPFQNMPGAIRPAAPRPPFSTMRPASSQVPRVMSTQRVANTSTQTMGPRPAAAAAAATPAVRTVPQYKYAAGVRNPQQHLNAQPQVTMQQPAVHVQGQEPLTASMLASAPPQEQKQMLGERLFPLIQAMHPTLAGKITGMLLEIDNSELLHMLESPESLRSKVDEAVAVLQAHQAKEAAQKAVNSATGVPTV
NadD block – inhibitors of Staphylococcus aureus NadD. AID 602399. actives 0.78% (n = 360,000). inhibition, % at 20 µM. purified NadD enzyme, colorimetric absorbance read-out; in the data active = inhibition above about 26%; also: some compounds past the cut are filed as inactive
FAS-TE inh – blocks the thioesterase domain of human fatty acid synthase. P49327. recombinant FAS-TE, OMFH fluorogenic substrate, fluorescence endpoint. inhibition, % at 15 µM. actives 0.67% (n = 360,000);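 active = compounds whose normalised, plate-corrected inhibition of enzyme fluorescence in the single-dose primary screen is 50% or more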;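 also: 0% = DMSO with enzyme and 100% = substrate without enzyme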
An asterisk follows results filed as active; i = inactive; / = not tested or not shown; + = active, no number. Compounds as they come (roughly 3.9% active in at least one column).

SMILES	Neddylation inh	MT1-MMP act inh	Rpn11 inh	CSN deneddyl inh	SKN-1 block	Rin1 Abl inh	MLLE-PAM2 inh	NadD block	FAS-TE inh
O=C(c1ccc([N+](=O)[O-])cc1[N+](=O)[O-])n1cnc2ccccc21	i	3	i	1	-3	-1	12	1	-21
CC(C)CN1CN(Cc2ccccc2)CNC1=S	i	-3	i	1	8	2	-61	-3	-10
S=C(Nc1cccc(Br)c1)c1ccccc1	i	3	i	2	22	-2	24	-7	19
CC1CCCCN1CC(=O)Nc1ccc2c(c1)OC(F)(F)O2 (stereo not given)	i	0	i	4	7	-1	20	-2	-4
NNC(=S)Nc1cccc(-c2n[nH]c(=S)o2)c1	i	11	i	0	-14	-1	-1	-1	-25
O=C(Nc1ccc2c(c1)OCO2)c1cc(C2CCCCN2C(=O)CCc2ccccc2)on1 (stereo not given)	i	-7	i	1	24	2	12	-2	18
CNc1snc(C)c1C(=O)OC(C)C(=O)Nc1ccccc1 (stereo not given)	i	-2	i	3	14	1	-3	-4	-6
Cc1ccc(S(=O)(=O)N/N=C/c2ccc(OCC(=O)Nc3ccccc3Cl)cc2)cc1	i	2	i	-4	11	-2	1	2	26
COc1ccc(OCCC(=O)OCC(=O)NC(=O)NC(C)C)cc1	i	-7	i	0	7	0	3	6	-9
C[C@@H]1CCCCO[C@@H](CN(C)C(=O)Cc2ccccc2)[C@@H](C)CN([C@H](C)CO)C(=O)c2cc(NC(=O)C3CCCCC3)ccc2O1	i	-1	i	-4	-7	2	-6	3	-7
COc1cc(C(=O)N/C(=C\c2cn(S(=O)(=O)N(C)C)c3ccccc23)C(=O)N2CCCC2)cc(OC)c1OC	i	5	i	2	-3	5	-8	-13	11
Cc1c(NC(=O)COC(=O)/C=C/c2cccc(F)c2)c(=O)n(-c2ccccc2)n1C	i	0	i	-4	5	-2	-4	-11	-13
CC(C)NC(=O)c1onc(CSc2nc3ccccc3[nH]2)c1C(=O)NC(C)C	i	1	i	2	16	-2	-33	0	-10
CSc1nsc(NC(=O)Nc2ccccc2)n1	i	7	i	5	1	2	-2	-10	-2
CC(CCc1ccccc1)NC(=O)CN1CCN(Cc2ccccc2)C1=O (stereo not given)	i	-4	i	-1	1	-5	-16	5	-3
CC(=O)Nc1ccc(S(=O)(=O)N2CCN(C(=O)N3CCCCC3)CC2)cc1	i	-1	i	0	9	1	-4	-2	-3
CN(C)NC(=O)C(NC(=O)c1ccc(N)cc1)C12CC3CC(CC(C3)C1)C2 (stereo not given)	i	0	i	2	4	2	-1	5	-2
COc1ccc(S(=O)(=O)N2CCCC(C(=O)NCc3ccncc3)C2)cc1 (stereo not given)	i	1	+	5	28	-1	3	-1	-8
Cc1ccc(NC(=O)c2cc(S(=O)(=O)N3CCCCC3)c[nH]2)cc1Cl	i	2	i	0	-27	1	5	0	0
Cc1cc(C(=O)OCC(=O)NCCc2ccccc2)c2ccccc2n1	i	2	i	-4	-16	-1	-8	-5	3
Cc1ccc(C(=O)NCCc2nnc(SCC(=O)Nc3cccc(C(=O)O)c3)n2C)cc1	i	-4	i	0	-21	-1	10	-1	-5
CCn1c(C)nc2c(=O)oc3ccccc3c21	i	2	i	2	-17	2	7	2	-4
Cc1cc(C)n(-c2ccc(F)cc2CN2CCN(Cc3ccccc3)C(CCO)C2)n1 (stereo not given)	i	-2	i	3	0	2	2	-9	2
CC(Cc1c[nH]c2ccccc12)NC(=O)OCCCl (stereo not given)	i	2	i	9	0	3	-16	0	2
O=C(C1=C[C@@H](c2ccc3c(c2)OCO3)C[C@@H](OCCCCO)O1)N1CCOCC1	i	0	i	1	9	3	4	0	-8

Part of the list above in order of number of heavy atoms, largest number first.
SMILES	Neddylation inh	MT1-MMP act inh	Rpn11 inh	CSN deneddyl inh	SKN-1 block	Rin1 Abl inh	MLLE-PAM2 inh	NadD block	FAS-TE inh
C[C@@H]1CCCCO[C@@H](CN(C)C(=O)Cc2ccccc2)[C@@H](C)CN([C@H](C)CO)C(=O)c2cc(NC(=O)C3CCCCC3)ccc2O1	i	-1	i	-4	-7	2	-6	3	-7
O=C(Nc1ccc2c(c1)OCO2)c1cc(C2CCCCN2C(=O)CCc2ccccc2)on1 (stereo not given)	i	-7	i	1	24	2	12	-2	18
Cc1c(NC(=O)COC(=O)/C=C/c2cccc(F)c2)c(=O)n(-c2ccccc2)n1C	i	0	i	-4	5	-2	-4	-11	-13
Cc1ccc(NC(=O)c2cc(S(=O)(=O)N3CCCCC3)c[nH]2)cc1Cl	i	2	i	0	-27	1	5	0	0
O=C(c1ccc([N+](=O)[O-])cc1[N+](=O)[O-])n1cnc2ccccc21	i	3	i	1	-3	-1	12	1	-21
NNC(=S)Nc1cccc(-c2n[nH]c(=S)o2)c1	i	11	i	0	-14	-1	-1	-1	-25

Next structures follow.
SMILES	Neddylation inh	MT1-MMP act inh	Rpn11 inh	CSN deneddyl inh	SKN-1 block	Rin1 Abl inh	MLLE-PAM2 inh	NadD block	FAS-TE inh
COc1ccc(NC(=S)N2CCC(c3nc4ccc(Cl)cc4[nH]3)CC2)c(OC)c1	i	6	i	2	14	7	-57	4	4
COC(=O)c1cccc(OCC(O)Cn2ccnc2)c1 (stereo not given)	i	1	i	2	15	0	4	-10	2
Cc1cc(C)cc(OCC(=O)N(Cc2ccco2)c2c(N)n(Cc3ccccc3)c(=O)[nH]c2=O)c1	i	-4	i	1	-1	2	-17	6	-1
CCCCNC(=O)c1c(C)cc(=O)oc1C	i	0	i	-4	12	0	-15	-3	-1
Cn1cc(C(=O)C(=O)N2CCOCC2)c2ccccc21	i	10	i	0	-4	1	0	-2	-5
O=C(O)c1ccc(Cl)c(S(=O)(=O)N(Cc2ccccc2)c2ccc(F)cc2)c1	i	-5	i	-1	-5	-1	-3	4	-7
O=C(CSCCNS(=O)(=O)c1ccccc1)Nc1ccccc1	i	-8	i	2	2	1	0	-1	-6
OC(CNCc1ccc(F)cc1)(c1ccc(F)cc1)c1ccc(F)cc1	i	-2	i	-3	9	0	5	0	18
O=C(NC(c1ccc(-c2ccccc2)cc1)c1cnccn1)C1CCN(Cc2ccc3c(c2)OCO3)CC1 (stereo not given)	i	0	i	1	-6	1	-2	-2	-2
COc1ccc2c(CC(=O)N3CCN(S(=O)(=O)c4ccc(F)cc4)CC3)coc2c1	i	-6	i	5	10	2	-3	2	9
COc1cccc(-c2nc3n(n2)C(c2ccccc2Cl)C(C(N)=O)=C(C)N3)c1 (stereo not given)	i	-1	i	-4	17	-2	3	-1	-2
Cc1cc(=O)oc(C)c1C(=O)O	i	-4	i	-11	-2	-1	7	-8	-7
COc1ccccc1COc1ccc2c(C)c(CC(=O)O)c(=O)oc2c1C	i	-1	i	1	-4	1	1	-2	0
O=C(CN1C(=O)NC(c2ccccc2)(c2ccccc2)C1=O)NCC(=O)Nc1ccc(F)cc1	i	1	i	-1	-2	1	-2	2	2
CCOC(=O)c1oc2ccccc2c1CSc1nnnn1-c1ccc(C)cc1	i	1	i	-6	6	-6	-4	-3	34
COC(=O)c1ccc(OCC(O)CN2CCN(C(=O)c3ccco3)CC2)c(OC)c1 (stereo not given)	i	2	i	2	22	6	7	-6	-2
COc1ccc(OCC(O)Cn2cnc(-c3ccc(Br)cc3)c2)cc1 (stereo not given)	i	12	i	-2	5	-6	7	-11	14
CCCCn1cnc2c([nH]c3cc(OC)ccc32)c1=O	i	6	i	0	-5	6	6	-1	-2
COc1ccc2c(c1)O[C@@]1(CCCC[C@@H]1C)CC2=O	/	3	i	-8	1	0	11	1	-8
c1cncc(CSc2ccc(-c3ccc4c(c3)OCO4)nn2)c1	i	3	i	1	4	3	15	-5	12
O=P(C(=S)Nc1ccccc1Cl)(c1ccccc1)c1ccccc1	i	4	i	1	7	1	-3	-4	-6
CCCn1c(SCc2ccccn2)nc2c1c(=O)n(C)c(=O)n2C	i	3	i	-3	-2	0	4	-2	-5
CCOC(=O)c1c(-c2ccc(F)cc2)csc1NC(=O)CCN1CCOCC1	i	2	i	-5	10	0	12	-2	1
CCn1nc(C)c(CNC(=O)c2cc(COc3ccc(C)nc3)on2)c1C	i	1	i	-1	4	4	-15	5	-8
Cc1ccc(COc2ccsc2C(=O)NN)cc1	i	-2	i	-16	2	4	-16	-1	-5

Compound profiles, as listed above:
`COc1ccc(S(=O)(=O)N2CCCC(C(=O)NCc3ccncc3)C2)cc1` (stereo not given) across the screens: Neddylation inh: i; MT1-MMP act inh: 1; Rpn11 inh: +; CSN deneddyl inh: 5; SKN-1 block: 28; Rin1 Abl inh: -1; MLLE-PAM2 inh: 3; NadD block: -1; FAS-TE inh: -8
`S=C(Nc1cccc(Br)c1)c1ccccc1` across the screens: Neddylation inh: i; MT1-MMP act inh: 3; Rpn11 inh: i; CSN deneddyl inh: 2; SKN-1 block: 22; Rin1 Abl inh: -2; MLLE-PAM2 inh: 24; NadD block: -7; FAS-TE inh: 19
`CC(=O)Nc1ccc(S(=O)(=O)N2CCN(C(=O)N3CCCCC3)CC2)cc1` across the screens: Neddylation inh: i; MT1-MMP act inh: -1; Rpn11 inh: i; CSN deneddyl inh: 0; SKN-1 block: 9; Rin1 Abl inh: 1; MLLE-PAM2 inh: -4; NadD block: -2; FAS-TE inh: -3

Of the compounds above, these contain a thiophene ring, fused or not.
SMILES	Neddylation inh	MT1-MMP act inh	Rpn11 inh	CSN deneddyl inh	SKN-1 block	Rin1 Abl inh	MLLE-PAM2 inh	NadD block	FAS-TE inh
CCOC(=O)c1c(-c2ccc(F)cc2)csc1NC(=O)CCN1CCOCC1	i	2	i	-5	10	0	12	-2	1
Cc1ccc(COc2ccsc2C(=O)NN)cc1	i	-2	i	-16	2	4	-16	-1	-5

Continuation.
SMILES	Neddylation inh	MT1-MMP act inh	Rpn11 inh	CSN deneddyl inh	SKN-1 block	Rin1 Abl inh	MLLE-PAM2 inh	NadD block	FAS-TE inh
O=C(Nc1nnc([C@@H]2O[C@H](CO)[C@@H](O)[C@H]2O)s1)Nc1cccc2c1CCCC2	i	1	i	0	18	1	3	4	-10
COc1cccc(CNC(=O)C2(C)CCCN2C(=O)C(C)C)c1 (stereo not given)	i	6	i	-8	-2	-2	5	0	-6
COc1ccc(-n2ccnc2SCC(=O)NCc2ccc(F)cc2)c(OC)c1	i	/	i	-7	0	0	10	-1	5
CN1CCc2nc(NC(=O)c3cccc(OC(F)F)c3)sc2C1	i	-1	+	13	-6	1	-64	7	-50
CCN(CC(=O)Nc1ccc(NC(C)=O)cc1)C(=O)CC1OC(=O)c2ccccc21 (stereo not given)	i	-1	i	-5	-10	3	-1	2	-4
CNc1cc(N2CCCCCC2)ccc1[N+](=O)[O-]	i	11	i	-1	7	-5	1	-4	9
CCn1cc(-c2nnnn2-c2ccc(Cl)cc2)c(=O)c2ccccc21	i	-4	i	-5	1	3	1	0	1
Cc1cc(C)c2c(CN3CCC(C)CC3)cc(=O)oc2c1	i	-7	i	2	0	-1	7	-3	14
COc1cccc(-c2cc3nc4c(c(NCC(C)(C)CN(C)C)n3n2)CCCC4)c1	/	-4	i	10	8	-1	16	-10	16
CCn1cc(CNC(=O)CC2C(=O)NCCN2CC(c2ccccc2)c2ccccc2)cn1 (stereo not given)	i	-3	i	-1	4	-2	13	-2	-4
